NOD1 NF-kB reporter – NOD1 signaling inhibitors, primary screen, cell-based, luminescence, uHTS (AID 1578). NOD1-driven NF-kB luciferase reporter cells, luminescence; higher % means a stronger effect. inhibition, % at 4 µM, or EC50 in µM where a hit was titrated. 1% of 290,000 active; in the data active = inhibition mostly above about 36%, no sharp cut-off; inactive = mostly below about 34%;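 also: HEK-293T reporter cells stimulated with the NOD1 agonist gamma-tri-DAP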
KOR beta-arrestin-1 – KOR antagonists, beta-arrestin recruitment, cell-based, luminescence, uHTS (AID 1778); KOR beta-arrestin recruitment, luminescence, antagonist mode; higher % means a stronger effect; Kappa-type opioid receptor (Homo sapiens); 0.091% of 290,000 active; inhibition, % at 10 µM; hits with a dose series show IC50 in µM; also: strong numbers were not always called active
NOD2 inhibition – NOD2 signaling inhibitors, cell-based, luminescence, uHTS, HEK293 (AID 1566); HEK293 NOD2/NF-kB luciferase reporter, luminescence; higher % means a stronger effect; inhibition, % at 4 µM, or EC50 in µM where a hit was titrated; 0.63% of 290,000 active; also: many of its hits are not listed in these tables
GPR55 antagonists – GPR55 antagonists blocking LPI-driven arrestin recruitment, primary screen, imaging, U2OS, beta-arrestin-GFP, LPI agonist (AID 2013); G-protein coupled receptor 55 (Homo sapiens); 0.13% of 290,000 active; inhibition, % at 10 µM, or IC50 in µM where a hit was titrated; U2OS GPR55 beta-arrestin-GFP translocation imaging, LPI antagonism; higher % means a stronger effect;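 active = spots per cell inhibited over 60%, with over 100 cells counted and total cytoplasm intensity under 500,000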;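 also: U2OS cells stably carrying GPR55 and arrestin-GFP stimulated by 5 µM LPI near EC80; imaged beta-arrestin-GFP aggregate spots per cell after agonist stimulation; plate controls were LPI-stimulated DMSO wells for no effect and DMSO wells without LPI for full effect; some results filed as inactive read as strong as hits; confirmed hits need IC50 under 10 µM and bright autofluorescent wells are also inconclusive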
Myeloid diff 2 – induction of myeloid progenitor differentiation, primary screen, cell-based, flow cytometry, MLPCN library. ER-HoxA9 myeloid progenitors, lysozyme-GFP differentiation. calls only at 10 µM. 1% of 360,000 active. AID 624256, 2012;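 active = normalized GFP-positive differentiation at or above the plate's own cutoff, the solvent-only control mean plus 3 SD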;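 also: cells exposed to compound for four days before flow analysis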
GPR55 beta-arrestin – GPR55 agonists via beta-arrestin recruitment, primary screen, imaging, U2OS cells, beta-arrestin-GFP redistribution (AID 1961); G-protein coupled receptor 55 (Homo sapiens); U2OS GPR55 beta-arrestin-GFP redistribution imaging; higher % means a stronger effect; one-dose activation, % at 10 µM; EC50 in µM for titrated hits; 0.048% of 290,000 active;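 active = activation above 40% with more than 50 cells counted in the well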;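 also: U2OS osteosarcoma cells stably expressing GPR55 and beta-arrestin-GFP; plate controls were DMSO negative control for no effect and LPI positive control for full effect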
KOR beta-arrestin-2 – KOR agonists, beta-arrestin recruitment, primary screen, cell-based, luminescence, uHTS (AID 1777). one-dose activation, % at 10 µM; EC50 in µM for titrated hits. Kappa-type opioid receptor (Homo sapiens). KOR beta-arrestin recruitment, luminescence; higher % means a stronger effect. 0.02% of 280,000 active; in the data active = activation above about 50%, passing the limit was not always enough; also: a part of the inactive calls stands beside numbers as strong as those of hits
T cell HTS – modulators of CD8 T cell-vesicle binding, primary screen, mouse 2C CD8+ T cells, flow cytometry; 2C CD8+ T cell-vesicle binding; stronger effect = lower value; calls only at 7 µM; 0.068% of 330,000 active; AID 2052, 2009;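 active = response, share of CD8 T cells binding vesicles, and their 90th percentile fluorescence all below set limits, cut at about 80% in these data, passing the limit was not always enough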
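Benchmarks: naked versus QL9-loaded vesicles / Assay system: purified 2C TCR transgenic mouse naive CD8+ T cells / Technique: high-throughput flow cytometry with anti-B7-1 and anti-CD8 staining / Timing: Cell–vesicle co-incubation 1.5 h at 37 °C, staining 20 min on ice / Read-out: percent CD8+ FL2 mean versus row control / Probe or stimulus: QL9-loaded Drosophila micro-vesicles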
NTR1 agonist – agonists of NTR1, primary screen, imaging, U2OS cells, beta-arrestin-GFP, high content (AID 493036); NTR1-U2OS beta-arrestin-GFP spot imaging, agonist mode; activation, % at 20 µM; 0.17% of 330,000 active;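 active = activation at or above 40% of the spot to cytoplasm intensity ratio, with at least 20 cells analyzed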;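 also: 0% = DMSO without peptide and 100% = 100 nM NTR1 peptide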
Target sequence (P30989 whole entry, looked up): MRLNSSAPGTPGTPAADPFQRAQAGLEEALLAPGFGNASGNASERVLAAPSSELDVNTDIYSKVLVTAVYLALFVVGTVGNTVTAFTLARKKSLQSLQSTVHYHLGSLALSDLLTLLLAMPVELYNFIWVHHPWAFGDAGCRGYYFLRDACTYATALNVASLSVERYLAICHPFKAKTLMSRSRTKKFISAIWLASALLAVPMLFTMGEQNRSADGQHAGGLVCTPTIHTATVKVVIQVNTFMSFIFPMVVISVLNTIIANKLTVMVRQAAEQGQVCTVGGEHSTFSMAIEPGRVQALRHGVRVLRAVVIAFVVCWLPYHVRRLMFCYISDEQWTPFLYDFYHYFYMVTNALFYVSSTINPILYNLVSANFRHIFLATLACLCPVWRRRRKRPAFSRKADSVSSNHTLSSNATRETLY
T cell HTS vesicle-bound % – second read-out of T cell HTS, no call of its own (marks repeat the call); double positive events, %; measured here: CD8+ vesicle-bound cell fraction;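 binding gate set so that unloaded-vesicle control wells show 10% double positive cells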
NTR1 agonist cell count 20 µM – second read-out of NTR1 agonist, no call of its own (marks repeat the call); cell count; measured here: cell count, cytotoxicity flag
Myeloid diff 2 GFP+ MAC1+ % – also measured in Myeloid diff 2; calls as there; GFP+ MAC1+ double positive, %; measured here: differentiation confirmed by MAC1 staining
* = called active by the depositor; [ ] = another dose, or the depositor's remark. Rule as the data show it, unless noted: active = inhibition above about 50%; inactive = the rest.

For COc1ccc(CCNC(=O)CCN2C(=O)[C@@H]3Cc4ccccc4CN3C2=O)cc1OC the results were NOD1 NF-kB reporter -30%, KOR beta-arrestin-1 -22%, NOD2 inhibition 12%, GPR55 antagonists -11%, Myeloid diff 2 inactive, GPR55 beta-arrestin 0.0%, KOR beta-arrestin-2 3.2%, T cell HTS inactive, NTR1 agonist 0.6, T cell HTS vesicle-bound % 26, NTR1 agonist cell count 20 µM 49 and Myeloid diff 2 GFP+ MAC1+ % 1.8.
Screening Cc1c(NS(=O)(=O)c2ccc([N+](=O)[O-])cc2)c(=O)n(-c2ccccc2)n1C returned NOD1 NF-kB reporter -20%, KOR beta-arrestin-1 8%, NOD2 inhibition -2%, GPR55 antagonists 17%, GPR55 beta-arrestin -0.1%, KOR beta-arrestin-2 -2.1%, T cell HTS inactive, NTR1 agonist -1.5, T cell HTS vesicle-bound % 56 and NTR1 agonist cell count 20 µM 51.
Screening O=C(Cc1c(F)cccc1Cl)NC1=NCCS1 returned NOD1 NF-kB reporter -32%, KOR beta-arrestin-1 -13%, NOD2 inhibition 20%, GPR55 antagonists 5%, Myeloid diff 2 inactive, GPR55 beta-arrestin 0.6%, KOR beta-arrestin-2 -2.1%, T cell HTS inactive, NTR1 agonist -1.1, T cell HTS vesicle-bound % 40, NTR1 agonist cell count 20 µM 76 and Myeloid diff 2 GFP+ MAC1+ % 0.3.
CC1CN(C(=O)Nc2ccccc2)c2ccccc2-[n+]2ccsc21 (stereo unspecified) was read as NOD1 NF-kB reporter -28%, KOR beta-arrestin-1 -17%, NOD2 inhibition 4%, GPR55 antagonists 8%, Myeloid diff 2 inactive, GPR55 beta-arrestin 0.3%, KOR beta-arrestin-2 1.8%, T cell HTS inactive, NTR1 agonist -0.4, T cell HTS vesicle-bound % 35, NTR1 agonist cell count 20 µM 63 and Myeloid diff 2 GFP+ MAC1+ % 0.2.
`COc1ccc2c(c1)C(=O)N(c1ccccc1OC)C(=O)C2(C)C` gave NOD1 NF-kB reporter 8%, KOR beta-arrestin-1 24%, NOD2 inhibition 3%, GPR55 antagonists -4%, Myeloid diff 2 inactive, GPR55 beta-arrestin 0.3%, KOR beta-arrestin-2 0.2%, T cell HTS inactive, NTR1 agonist -0.3, T cell HTS vesicle-bound % 12, NTR1 agonist cell count 20 µM 54 and Myeloid diff 2 GFP+ MAC1+ % 0.7.
CCOC(=O)c1cc2c(C)n(-c3ccc(C)cc3)c(C)c2ccc1=O was read as NOD1 NF-kB reporter -11%, KOR beta-arrestin-1 -53%, NOD2 inhibition -103%, GPR55 antagonists 26%, Myeloid diff 2 inactive, GPR55 beta-arrestin -0.1%, KOR beta-arrestin-2 1.6%, T cell HTS inactive, NTR1 agonist 2.5, T cell HTS vesicle-bound % 34, NTR1 agonist cell count 20 µM 94 and Myeloid diff 2 GFP+ MAC1+ % 0.0.
O=C(N/N=C/c1cc(Cl)cc([N+](=O)[O-])c1O)c1ccc2c(c1)OCO2 was read as NOD1 NF-kB reporter 4%, KOR beta-arrestin-1 -68%[20 µM], NOD2 inhibition 43%, GPR55 antagonists 6%, Myeloid diff 2 inactive, GPR55 beta-arrestin -0.3%, T cell HTS inactive, NTR1 agonist 0.0, T cell HTS vesicle-bound % 56, NTR1 agonist cell count 20 µM 50 and Myeloid diff 2 GFP+ MAC1+ % 0.3.
`CCOC(=O)CNS(=O)(=O)c1ccc(C)cc1` gave NOD1 NF-kB reporter -25%, KOR beta-arrestin-1 29%, NOD2 inhibition -1%, GPR55 antagonists 11%, Myeloid diff 2 inactive, GPR55 beta-arrestin 0.2%, KOR beta-arrestin-2 -1.7%, T cell HTS inactive, NTR1 agonist 0.6, T cell HTS vesicle-bound % 18, NTR1 agonist cell count 20 µM 65 and Myeloid diff 2 GFP+ MAC1+ % 0.5.
CCn1ncc(/C=C2/SC(=S)NC2=O)c1C was read as NOD1 NF-kB reporter -28%, KOR beta-arrestin-1 -31%, NOD2 inhibition -10%, GPR55 antagonists 6%, Myeloid diff 2 inactive, GPR55 beta-arrestin 0.1%, KOR beta-arrestin-2 2.6%, T cell HTS inactive, NTR1 agonist 0.2, T cell HTS vesicle-bound % 47, NTR1 agonist cell count 20 µM 50 and Myeloid diff 2 GFP+ MAC1+ % 0.7.
`COC(CN(C)C(=O)C1CCCN(S(=O)(=O)c2ccc3c(c2)oc(=O)n3C)C1)OC` (stereo unspecified) gave NOD1 NF-kB reporter -3%, KOR beta-arrestin-1 -52%, NOD2 inhibition -3%, GPR55 antagonists -2%, Myeloid diff 2 inactive, GPR55 beta-arrestin 0.3%, KOR beta-arrestin-2 1.0%, T cell HTS inactive, NTR1 agonist 1.0, T cell HTS vesicle-bound % 42, NTR1 agonist cell count 20 µM 50 and Myeloid diff 2 GFP+ MAC1+ % 0.5.
`Cc1ccccc1NC(=O)CSc1nnc(-c2ccco2)c(-c2ccco2)n1` gave NOD1 NF-kB reporter 10%, KOR beta-arrestin-1 -31%, NOD2 inhibition -14%, GPR55 antagonists -8%, Myeloid diff 2 inactive, GPR55 beta-arrestin -0.1%, KOR beta-arrestin-2 8.6%, T cell HTS inactive, NTR1 agonist 1.4, T cell HTS vesicle-bound % 32, NTR1 agonist cell count 20 µM 76 and Myeloid diff 2 GFP+ MAC1+ % 1.1.
For C=CCSC1=C(C#N)C(c2ccccc2Cl)C(C(=O)c2cccs2)C(O)(C(F)(F)F)N1 (stereo unspecified) the results were NOD1 NF-kB reporter 63%, KOR beta-arrestin-1 15%, NOD2 inhibition 37%, GPR55 antagonists 17%, Myeloid diff 2 inactive, GPR55 beta-arrestin 0.2%, KOR beta-arrestin-2 0.7%, T cell HTS inactive, NTR1 agonist 4.1, T cell HTS vesicle-bound % 45, NTR1 agonist cell count 20 µM 70 and Myeloid diff 2 GFP+ MAC1+ % 0.4.
For Cn1c(=S)[nH]c2sc3c(c2c1=O)CCC(C(C)(C)C)C3 (stereo unspecified) the results were NOD1 NF-kB reporter 2%, KOR beta-arrestin-1 14%, NOD2 inhibition -21%, GPR55 antagonists 12%, Myeloid diff 2 inactive, GPR55 beta-arrestin 0.0%, KOR beta-arrestin-2 -1.5%, T cell HTS inactive, NTR1 agonist 7.5, T cell HTS vesicle-bound % 29, NTR1 agonist cell count 20 µM 100 and Myeloid diff 2 GFP+ MAC1+ % 0.3.
`CN(CCc1ccccn1)C1CCCN(S(=O)(=O)c2ccccc2)C1` (stereo unspecified) gave NOD1 NF-kB reporter -25%, KOR beta-arrestin-1 25%, NOD2 inhibition 7%, GPR55 antagonists 7%, Myeloid diff 2 inactive, GPR55 beta-arrestin -0.1%, KOR beta-arrestin-2 2.5%, T cell HTS inactive, NTR1 agonist -0.9, T cell HTS vesicle-bound % 17, NTR1 agonist cell count 20 µM 57 and Myeloid diff 2 GFP+ MAC1+ % 1.0.
Cc1cccc(NC(=O)CSc2nnc(-c3ccc(S(=O)(=O)N4CCOCC4)cc3)n2C)c1 was read as NOD1 NF-kB reporter 3%, KOR beta-arrestin-1 -14%, NOD2 inhibition 4%, GPR55 antagonists 1%, Myeloid diff 2 inactive, GPR55 beta-arrestin -0.1%, KOR beta-arrestin-2 5.6%, T cell HTS inactive, NTR1 agonist 1.0, T cell HTS vesicle-bound % 29, NTR1 agonist cell count 20 µM 70 and Myeloid diff 2 GFP+ MAC1+ % 1.9.
`CCOc1cc(CNc2ccc(OC)cc2)cc(Br)c1OCC(=O)NC(C)(C)C` gave NOD1 NF-kB reporter 33%, KOR beta-arrestin-1 -20%, NOD2 inhibition -5%, GPR55 antagonists 12%, Myeloid diff 2 inactive, GPR55 beta-arrestin 0.0%, KOR beta-arrestin-2 2.1%, T cell HTS inactive, NTR1 agonist 8.8, T cell HTS vesicle-bound % 31, NTR1 agonist cell count 20 µM 64 and Myeloid diff 2 GFP+ MAC1+ % 0.8.
`COc1ccc(N2CCC(CNC(=O)Nc3ccccc3)C2)cc1` (stereo unspecified) gave NOD1 NF-kB reporter -13%, KOR beta-arrestin-1 -27%, NOD2 inhibition -11%, GPR55 antagonists 11%, Myeloid diff 2 inactive, GPR55 beta-arrestin -0.1%, KOR beta-arrestin-2 6.2%, T cell HTS inactive, NTR1 agonist 0.3, T cell HTS vesicle-bound % 31, NTR1 agonist cell count 20 µM 70 and Myeloid diff 2 GFP+ MAC1+ % 10.
`CCOc1ccc(CN2CCCC(CO)(Cc3ccccc3F)C2)cc1` (stereo unspecified) gave NOD1 NF-kB reporter -19%, KOR beta-arrestin-1 -38%[20 µM], NOD2 inhibition -23%, GPR55 antagonists 16%, Myeloid diff 2 inactive, GPR55 beta-arrestin -0.4%, KOR beta-arrestin-2 2.3%, T cell HTS inactive, NTR1 agonist 1.9, T cell HTS vesicle-bound % 51, NTR1 agonist cell count 20 µM 47 and Myeloid diff 2 GFP+ MAC1+ % 0.3.
For CCn1c(C(=O)NCc2cccnc2)cc2sc(Cl)cc21 the results were NOD1 NF-kB reporter 29%, KOR beta-arrestin-1 -3%, NOD2 inhibition 9%, GPR55 antagonists -17%, Myeloid diff 2 inactive, GPR55 beta-arrestin 0.3%, KOR beta-arrestin-2 -1.6%, NTR1 agonist 2.9, NTR1 agonist cell count 20 µM 62 and Myeloid diff 2 GFP+ MAC1+ % 5.6.
Screening C/C(=N\NC(=O)c1ccc(CN(C)S(=O)(=O)c2ccc(C)cc2)cc1)c1ccc(OC(F)F)cc1 returned NOD1 NF-kB reporter -32%, KOR beta-arrestin-1 7%, NOD2 inhibition 17%, GPR55 antagonists 5%, Myeloid diff 2 inactive, GPR55 beta-arrestin -0.2%, KOR beta-arrestin-2 19%, T cell HTS inactive, NTR1 agonist 15, T cell HTS vesicle-bound % 5, NTR1 agonist cell count 20 µM 40 and Myeloid diff 2 GFP+ MAC1+ % 0.3.

Assay outcomes from PubChem.

An excerpt; rates above refer to the full screens.
